Screening data as filed in PubChem.
CaV13 ICDI inh = Disruptors of the CACNA1D IQ motif to Ca2+-dependent inactivation inhibitor domain association, primary screening, Förster resonance energy transfer in intact living … | AID 743397 | inhibition, % at 12.3 µM | hit rate 0.098% among 340,000 | HEK cells, CFP/YFP FRET ICDI-IQ, plate reader, 10 min; percent FRET-ratio fall versus neutral wells;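 active means mean replicate inhibition of at least 30% and at least 1% of replicates passing that level; inconclusive means only one of the two criteria is met; inactive means neither criterion is met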;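 further: 0% = median of the neutral control wells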
Peg3 prom inh = reduces Peg3 promoter-driven luciferase expression in HeLa. inhibition, % at 20 µM. HeLa PEG-Prom luciferase reporter, luminescence, overnight. hit rate 1.7% among 360,000. AID 588405;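 active means inhibition of at least 50% at 20 µM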
hiPSC survival = hiPSC single-cell survival enhancement; ATPlite luminescence; 100% = ROCK inhibitor wells, 0% = DMSO; survival enhancement, % at 20 µM; hit rate 0.044% among 360,000; AID 602274; in the data active means survival enhancement above about 18%;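 further: cells exposed to compounds for 16 hours before the ATP read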
NR2E3 ag-1 = activates human photoreceptor nuclear receptor NR2E3; GST-NR2E3/biotin-RetCOR TR-FRET, 1536-well; hit rate 0.12% among 320,000; inhibition of corepressor binding, % at 4.78 µM; AID 2300;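 active means percent inhibition above the cutoff of mean plus 3 SD of all tested compounds, set per screening campaign, cut at about 20% in these data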;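 further: 0% = DMSO wells and 100% = biotin wells as full block of FRET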
Target sequence (Q9Y5X4 whole entry, looked up): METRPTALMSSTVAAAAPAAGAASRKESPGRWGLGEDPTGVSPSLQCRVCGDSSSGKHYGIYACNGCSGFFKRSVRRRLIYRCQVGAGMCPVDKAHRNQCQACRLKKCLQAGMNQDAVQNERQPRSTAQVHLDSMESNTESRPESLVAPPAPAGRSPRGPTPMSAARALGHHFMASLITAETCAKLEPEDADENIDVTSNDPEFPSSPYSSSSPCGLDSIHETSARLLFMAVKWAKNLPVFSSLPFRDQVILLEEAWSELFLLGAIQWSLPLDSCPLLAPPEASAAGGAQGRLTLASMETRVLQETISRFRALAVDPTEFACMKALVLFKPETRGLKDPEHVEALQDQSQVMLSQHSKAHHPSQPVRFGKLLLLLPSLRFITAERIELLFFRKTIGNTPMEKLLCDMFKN
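Format: 1536-well format; test system: GST-NR2E3 and biotin-RetCOR proteins; read-out basis: percent inhibition of TR-FRET ratio; timing: 5 h incubation at 4 °C; detection: time-resolved FRET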
TRPM1 prom inh = inhibitors of MITF-driven TRPM1 promoter in melanoma cells; AID 488899; inhibition, % at 12.5 µM; SK-MEL-5 TRPM1 promoter luciferase, 24 h; hit rate 0.83% among 330,000;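 active means mean inhibition across replicates of 60% or more, whatever share of single replicates reaches that level; inconclusive means some that reach 60%, reason not given; inactive means mean inhibition across replicates below 60%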; further: values of inactives mirror those of a sister screen read the other way
PDI turbidity = PDI (human) enzyme inhibition; hit rate 0.052% among 350,000; inhibition, % at 10 µM; PDI insulin aggregation turbidity, A650, 90 min; P07237;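 active means mean inhibition across replicates of 30% or more, whatever share of single replicates reach that level; inconclusive means mean inhibition below 30% while every single replicate reaches 30%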;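 further: absorbance from insulin aggregation driven by PDI reduction with DTT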
Target sequence (P07237 whole entry, looked up): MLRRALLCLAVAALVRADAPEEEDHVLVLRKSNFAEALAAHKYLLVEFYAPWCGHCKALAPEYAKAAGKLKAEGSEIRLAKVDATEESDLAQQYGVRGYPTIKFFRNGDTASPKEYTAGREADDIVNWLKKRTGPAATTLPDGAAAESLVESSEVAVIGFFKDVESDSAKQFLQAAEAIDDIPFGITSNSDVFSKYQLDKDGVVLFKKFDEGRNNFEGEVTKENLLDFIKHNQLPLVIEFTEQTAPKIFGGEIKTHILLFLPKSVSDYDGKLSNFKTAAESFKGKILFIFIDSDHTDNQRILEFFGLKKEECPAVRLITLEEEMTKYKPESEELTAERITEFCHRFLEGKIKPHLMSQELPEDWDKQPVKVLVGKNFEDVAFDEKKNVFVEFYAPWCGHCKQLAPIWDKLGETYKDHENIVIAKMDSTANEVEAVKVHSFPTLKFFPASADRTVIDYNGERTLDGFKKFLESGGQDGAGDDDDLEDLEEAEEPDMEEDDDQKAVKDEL
aDG glyco up = increases alpha dystroglycan glycosylation; Pro5-aDG cells, alpha-DG glycosylation AlphaScreen (IIH6); 0% Pro5, 100% B10-LARGE cell signal; activation, % at 10 µM; hit rate 0.22% among 360,000;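 active means activation of at least 8% versus controls, or a plate z-score of at least 8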;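 further: Pro5 are CHO cells carrying HIG-tagged alpha-DG that lacks glycosylation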
Exocytosis inh = lytic granule exocytosis inhibition; TALL-104 LAMP-1 surface exposure, flow cytometry; cells stimulated with thapsigargin and PMA; inhibition, % at 10 µM; hit rate 0.66% among 360,000;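 active means inhibition above about 55%, limit read from the data; inconclusive means no clear call, values can overlap the other calls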
NR2E3 ag-2 = human photoreceptor-specific nuclear receptor agonism; Q9Y5X4; CHO-S Gal4-NCOR/VP16-NR2E3 two-hybrid, luciferase; inhibition of corepressor binding, % at 3.98 µM; hit rate 0.35% among 360,000; AID 602229;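 active means inhibition above the mean of all tested compounds plus 3 SD, cut at about 70% in these data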;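 further: 0% = DMSO with NR2E3 transfected cells and 100% = cells lacking NR2E3 construct; higher means lower luciferase signal from less NR2E3 corepressor binding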
Vif inh = inhibitors of HIV Vif | HEK293T cells, Vif self-association by quenched fluorescence, imaging, 24 h | inhibition, % at 7.49 µM | hit rate 0.35% among 340,000 | AID 602346; in the data active means inhibition above about 50%, passing the limit was not always enough; inconclusive means no clear call, values can overlap the other calls; inactive means below about 31%; further: some results filed as inactive read as strong as hits
HIF-2a inh = HIF-2a inhibition | 786-0 RCC cells HIF-2a reporter, luciferase luminescence, overnight | AID 624352 | inhibition, % at 18.8 µM | hit rate 0.72% among 360,000;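 active means inhibition of the luminescence signal of 40% or more relative to plate controls, in a single-dose primary screen at 18.75 µM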
Starred values were filed as active, the others as inactive; ? = inconclusive; . = not tested or not shown.

SMILES	CaV13 ICDI inh	Peg3 prom inh	hiPSC survival	NR2E3 ag-1	TRPM1 prom inh	PDI turbidity	aDG glyco up	Exocytosis inh	NR2E3 ag-2	Vif inh	HIF-2a inh
Cc1cccc(C(=O)NCCCNC(=O)c2cccnc2)c1	-2.8	14.7	0.3	1.7	.	-4.0	1.5	3.8	-3.9	-5.6	1.8
NCCN1CCN(CCN)CC1	-6.8	-2.8	-1.2	.	3.8	8.8	-0.1	0.1	-9.7	-1.2	18.6
Cc1cccc(N2CCN(C(=O)CCCCCn3c(=S)[nH]c4ccc(N5CCOCC5)cc4c3=O)CC2)c1C	-12.5	10.9	0.4	-1.3	0.9	2.9	0.8	-8.0	-10.7	8.6	-8.4
CN(CC(=O)Nc1ccccc1Br)C(=O)c1cccc(S(=O)(=O)N2CCc3ccccc32)c1	-2.2	5.3	-2.2	.	15.5	3.5	0.3	-5.3	-6.2	3.6	13.3
CC1=C(C(=O)N2CCOCC2)CC(CC(=O)NC(c2ccccc2)c2ccccc2)C(=O)N1Cc1ccc(F)cc1 (configuration not stated)	-5.9	5.7	-0.4	.	.	15.6	0.3	-5.7	-40.8	-4.5	8.8
CCOC(=O)c1cc(CC)sc1NC(=O)c1ccc(N2C(=O)CCC2=O)cc1	-6.1	-1.7	-2.6	-0.3	-10.1	3.9	0.1	0.3	3.5	-2.7	11.8
COc1ccccc1C(=O)OCc1c(-c2ccccc2)ncc2ccccc12	-7.9	-4.3	-1.7	.	7.4	-10.5	0.0	-4.0	18.4	-4.3	-7.0
C=CCn1c(-c2cc3c(s2)CCC(CC)C3)n[nH]c1=S (configuration not stated)	-2.5	-135.2	1.3	4.5	-16.6	-5.4	0.1	-0.4	-41.0	-6.8	-217.9
Cc1ccc(C)c(C(=O)N2CCN(c3ncccn3)CC2)c1	-1.6	10.6	-0.3	1.3	10.6	-6.2	-0.1	?	2.0	-6.4	14.9
CCCc1oc(C(=O)O)cc1CN1CCCC1	-7.6	-10.9	0.6	1.4	-2.3	5.5	-0.2	1.2	-1.2	2.6	-3.9
O=C(O)CCC(=O)Nc1ccccc1C(=O)N1CCN(c2ccc(Cl)cc2)CC1	-4.5	1.1	2.1	2.2	-4.5	3.2	0.3	-1.6	-10.6	1.5	14.9
Cc1cc(=O)oc2cc(OCC(=O)c3ccc4c(c3)NC(=O)CO4)ccc12	-4.1	52.9*	1.8	-8.0	1.3	3.7	0.0	3.4	1.0	7.6	-1.8
Cc1c(C(=O)Nc2ccccc2C(=O)N2CCOCC2)cccc1[N+](=O)[O-]	-5.6	3.9	-1.8	3.5	-14.8	-4.4	-0.4	1.9	3.7	-3.0	17.6
COc1cccc(NC(=O)CN(C)C(=O)CN2C(=O)NC(C)(c3ccc(C)cc3)C2=O)c1 (configuration not stated)	-5.1	-1.2	-0.4	0.0	6.8	3.1	0.0	-12.4	-22.4	8.1	7.1
Cc1nc(NCCc2ccc(Cl)cc2)c2nnn(Cc3ccccc3)c2n1	-2.8	-1.9	0.0	-0.5	-0.2	-1.0	0.1	-1.8	-18.9	8.5	12.3
CCOC(=O)N1CCN(C(=O)Cc2ccc(Cl)cc2)CC1	-5.2	-9.2	8.7	-3.5	-7.0	-2.0	-0.1	1.2	-22.9	0.3	-16.9
O=C(OCc1cc(=O)n2ccsc2n1)c1ccc(O)cc1O	-14.6	-112.9	0.3	1.8	-45.3	-4.4	-0.7	4.3	-83.7	-4.4	-84.6
CCN(CC(=O)Nc1ccc(Cl)c(S(=O)(=O)N(C)C)c1)Cc1nc2ccccc2c(=O)[nH]1	5.7	33.3	-0.1	0.5	6.8	0.9	-0.1	-0.6	-16.4	-3.1	-7.8
CCCCC(=O)N(C)c1c(C)nc2ccc(C(=O)N3CCN(c4ccccc4)CC3)cn12	-6.4	-8.0	0.5	.	.	-2.3	-0.2	2.2	-22.4	6.4	2.0
O=C(Nc1ccc(S(=O)(=O)Nc2ccccn2)cc1)C(F)(F)F	9.8	-6.7	-0.2	0.3	-7.8	1.5	-0.1	-1.2	4.0	1.9	23.9
COc1ccc(NC(=O)CSc2nnc(-c3cc(C)[nH]n3)n2N)cc1	-3.7	-15.6	0.5	0.0	-5.8	-7.2	-0.2	-2.4	-8.2	-1.7	9.2
O=C(Nc1ccc(CN2CCOCC2)cc1)c1ccco1	-3.7	-103.5	-0.3	1.0	-44.8	1.9	-0.1	8.9	-123.2	-1.1	-129.5
COc1ccc(NS(=O)(=O)c2ccc3c(c2)NC(=O)CO3)c(OC)c1	-2.2	19.9	1.2	6.7	8.3	-4.3	0.1	1.6	-13.1	1.5	15.9
COc1cccc(-c2noc(-c3cccnc3)n2)c1	-8.4	-260.3	-2.3	-2.4	-36.1	-2.9	-0.2	-1.8	-108.5	.	-219.3
COc1cccc(-n2c(=O)n(Cc3ccccc3)c(=O)c3[nH]cnc32)c1C	-1.8	9.6	-0.7	0.8	4.0	10.3	0.0	-0.5	-5.7	6.0	14.0

Further results:
SMILES	CaV13 ICDI inh	Peg3 prom inh	hiPSC survival	NR2E3 ag-1	TRPM1 prom inh	PDI turbidity	aDG glyco up	Exocytosis inh	NR2E3 ag-2	Vif inh	HIF-2a inh
Cc1ccc(Nc2n[nH]c(C)c2[N+](=O)[O-])c(C)c1	-0.3	-127.2	0.4	-0.4	-6.4	-14.4	0.0	-4.5	-67.6	-3.6	-168.1
CC(=O)Nc1cc(-c2cccc(NS(C)(=O)=O)c2)cn2c(-c3cccc(C(F)(F)F)c3)cnc12	-9.7	9.0	-0.9	.	.	1.6	0.4	5.0	-6.0	4.8	11.7
O=C(c1cnn2ccccc12)N1CCCc2ccccc21	-5.9	-11.8	0.0	1.9	12.0	8.7	-0.1	7.6	-21.3	0.4	-4.9
COC(=O)c1ccc(NC(=S)N2CCN(Cc3ccccc3)CC2)cc1	-2.8	4.3	-2.1	-1.3	3.4	-1.0	0.1	-0.7	-2.9	4.1	1.5
COc1ccccc1NC(=O)C(C)OC(=O)CSCC(=O)Nc1cc(C)on1 (configuration not stated)	-1.7	-13.0	-0.4	1.6	4.4	13.8	-0.1	3.4	-12.6	-2.5	0.9
Cc1ccc(CNC(=O)C2CC(=O)N(CCC(C)C)C2)cc1 (configuration not stated)	-13.5	9.3	-0.4	-1.4	5.7	19.3	0.0	2.1	-16.9	-2.5	17.0
CCCOc1ccc(C(O)(CCN2CCCCC2)c2ccccc2OC)cc1 (configuration not stated)	-18.8	-25.8	0.0	-1.9	-3.2	13.3	0.1	20.0	-9.2	3.4	4.6
O=C(NC1CC1)c1sc2cc([N+](=O)[O-])ccc2c1Cl	-1.7	-101.6	-2.0	-1.2	-3.4	-4.7	0.4	-0.6	-37.6	-0.3	-118.5
CC(CC(C)C(=O)Nc1ccccc1C(C)(C)C)C(=O)O (configuration not stated)	-0.7	-2.9	0.7	1.0	-1.5	-4.4	-0.1	0.8	-4.8	-1.4	-0.3
Cc1ccc(-n2c(N)c(S(=O)(=O)c3ccccc3)c3nc4ccccc4nc32)cc1	-5.1	19.1	1.7	4.2	10.2	0.0	-0.2	6.9	-5.6	-1.6	17.6
CCc1ccc(C(O)c2ncc(-c3ccccc3F)[nH]2)cc1 (configuration not stated)	-6.3	-138.8	-5.4	.	.	-5.7	-0.2	-1.0	-75.5	5.4	-198.8
O=C(c1ccccc1)c1cccs1	-3.5	-64.8	0.3	3.4	-10.1	-0.6	0.3	3.4	-11.8	-2.7	14.9
O=C(OCc1c(-c2ccccc2)ncc2ccccc12)c1ccco1	-11.5	-30.4	-3.8	.	3.7	-4.3	0.8	6.7	-22.8	-3.2	-19.9
CCCNC(=O)c1cc(-c2ccco2)on1	-10.3	-124.3	-3.1	3.1	5.5	6.9	-0.5	-0.3	-115.7	-5.3	-284.3
C[C@H]1CN([C@@H](C)CO)S(=O)(=O)c2ccc(Br)cc2O[C@@H]1CN(C)C(=O)C1CCOCC1	-6.3	3.0	2.1	.	.	4.8	0.2	-1.4	-15.7	0.3	-9.6
Cc1ccc2c(C)nc(Nc3nc(CSc4nnc(C)s4)cc(=O)[nH]3)nc2c1	-3.7	38.9	-1.5	4.8	-6.4	0.1	0.0	-0.7	-10.3	11.2	39.2
Cc1ccc(C(=O)CSc2nnnn2Cc2ccccc2)cc1C	-15.8	-7.5	-0.2	2.2	-4.2	-0.1	0.0	-2.5	-23.6	-0.6	-52.6
N#CCSc1nnc(N)s1	-2.4	7.2	-0.4	-1.2	-8.8	2.6	0.3	-1.0	-7.3	-6.1	14.7
COc1ccc(Cl)cc1NC(=O)CC1S/C(=N/N=C2CCCCCC2)NC1=O (configuration not stated)	.	16.8	-0.4	-3.8	-6.9	2.9	0.2	-1.0	-12.7	-1.4	21.6
Cc1cccc(CC(=O)Nc2ccon2)c1	0.5	1.1	-0.4	1.3	14.7	1.7	0.1	-5.9	-23.6	18.1	9.2
Cc1nc2ncnn2c(C)c1C/C=C/c1ccccc1	-6.8	12.5	-0.6	6.5	9.2	-0.3	1.8	-0.5	-11.6	1.2	19.7
Cc1n[nH]c(=S)n(/N=C/c2cccc([N+](=O)[O-])c2)c1=O	-16.5	-2.6	-0.7	5.1	3.5	-0.3	0.1	0.3	-25.1	-7.2	-0.2
O=C(CN1CCCCCC1)NN(Cc1ccccc1)c1ccccc1	-3.4	19.1	-0.6	-5.0	-8.5	1.5	-0.1	-6.5	-4.8	5.2	13.8

Four of these compounds, set out differently.
COc1cccc(-n2c(=O)n(Cc3ccccc3)c(=O)c3[nH]cnc32)c1C
  CaV13 ICDI inh = -1.8; Peg3 prom inh = 9.6; hiPSC survival = -0.7; NR2E3 ag-1 = 0.8; TRPM1 prom inh = 4.0; PDI turbidity = 10.3; aDG glyco up = 0.0; Exocytosis inh = -0.5; NR2E3 ag-2 = -5.7; Vif inh = 6.0; HIF-2a inh = 14.0

COC(=O)c1ccc(NC(=S)N2CCN(Cc3ccccc3)CC2)cc1
  CaV13 ICDI inh = -2.8; Peg3 prom inh = 4.3; hiPSC survival = -2.1; NR2E3 ag-1 = -1.3; TRPM1 prom inh = 3.4; PDI turbidity = -1.0; aDG glyco up = 0.1; Exocytosis inh = -0.7; NR2E3 ag-2 = -2.9; Vif inh = 4.1; HIF-2a inh = 1.5

CC(=O)Nc1cc(-c2cccc(NS(C)(=O)=O)c2)cn2c(-c3cccc(C(F)(F)F)c3)cnc12
  CaV13 ICDI inh = -9.7; Peg3 prom inh = 9.0; hiPSC survival = -0.9; NR2E3 ag-1 = .; TRPM1 prom inh = .; PDI turbidity = 1.6; aDG glyco up = 0.4; Exocytosis inh = 5.0; NR2E3 ag-2 = -6.0; Vif inh = 4.8; HIF-2a inh = 11.7

Cc1nc(NCCc2ccc(Cl)cc2)c2nnn(Cc3ccccc3)c2n1
  CaV13 ICDI inh = -2.8; Peg3 prom inh = -1.9; hiPSC survival = 0.0; NR2E3 ag-1 = -0.5; TRPM1 prom inh = -0.2; PDI turbidity = -1.0; aDG glyco up = 0.1; Exocytosis inh = -1.8; NR2E3 ag-2 = -18.9; Vif inh = 8.5; HIF-2a inh = 12.3
